Pol beta inh – inhibitors of human DNA polymerase beta. AID 485314. hit rate 1.3% among 340,000. Potency, µM (highest dose often 114 µM), for the others: at the highest dose activity change, negative = inhibition, hits mostly inhibitors. Pol beta primer extension/strand displacement, fluorescence kinetic; note: % is set by controls: 0 for no effect and ±100 for the full control effect
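Values derive from four-parameter Hill fits of normalized kinetic data: reads at 0 and 10 min following addition of 50 nM substrate to 10 nM Pol beta preincubated 15 min with compound.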
APE1 inh – blocks human APE1 abasic DNA cleavage; recombinant APE1, TAMRA/BHQ-2 abasic DNA cleavage fluorescence; Potency, µM (doses to about 65.8 µM), for inactives: at the top dose activity change, negative = inhibition, most hits filed as inhibitors; hit rate 0.35% among 350,000;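 note: plate controls were vehicle for no effect and reference inhibitor for full effect; nearly all actives have a fitted effect of over 55% in size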
Target sequence (P27695 whole entry, looked up): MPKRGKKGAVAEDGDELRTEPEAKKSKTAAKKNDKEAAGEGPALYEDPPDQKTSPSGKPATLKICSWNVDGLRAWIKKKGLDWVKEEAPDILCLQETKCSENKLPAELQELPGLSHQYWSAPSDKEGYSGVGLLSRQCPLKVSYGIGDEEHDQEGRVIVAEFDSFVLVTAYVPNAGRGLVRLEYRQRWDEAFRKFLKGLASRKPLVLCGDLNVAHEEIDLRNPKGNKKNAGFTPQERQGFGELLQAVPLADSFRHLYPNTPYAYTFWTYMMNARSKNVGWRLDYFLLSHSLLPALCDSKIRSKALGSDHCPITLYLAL
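Measures dequenching upon AP-site incision of a 5'-TAMRA/3'-BHQ-2 THF-containing duplex, 50 nM; human APE1 0.75 nM after 15 min room-temperature exposure to compound; kinetic three-point read at one-minute spacing.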
POLK inh – inhibitors of human DNA polymerase kappa; Q9UBT6; AID 588579; Potency, µM (top dose mostly 107 µM), without a hit: at the highest dose activity, negative = inhibition, usual class: inhibitors; hit rate 0.53% among 400,000; purified Pol kappa, fluorescent DNA synthesis assay, 10 min; note: % is set by controls: 0 for no effect and ±100 for the full control effect
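Here, compound and 10 nM enzyme are combined for 15 min at room temperature; adding 50 nM substrate (final) starts DNA synthesis, tracked by fluorescence at 0 and 10 min against buffer-only wells.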
Pol eta inh – blocks human DNA polymerase eta activity; Potency, µM (doses to about 114 µM), for inactives: at the top dose activity change, negative = inhibition, hits mostly inhibitors; hit rate 1.2% among 390,000; recombinant Pol eta, fluorescent DNA replication assay; Q9Y253; AID 588591; note: % is set by controls: 0 for no effect and ±100 for the full control effect
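Fluorescent replication assay: 50 nM final substrate added after a 15 min room-temperature compound preincubation with 10 nM enzyme. Signal taken at 0 min and again at 10 min.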
BAZ2B inh – inhibitors of human BAZ2B bromodomain; Q9UIF8; AlphaScreen BAZ2B-H3K14Ac peptide displacement; Potency, µM (top dose mostly 114 µM), without a hit: at the highest dose activity change, negative = inhibition, actives largely listed as inhibitors; hit rate 4.4% among 360,000; AID 504333; note: % is set by controls: 0 for no effect and ±100 for the full control effect; nearly all actives have a fitted effect of over 60% in size
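In this displacement format the biotinylated H3(5-23) peptide acetylated at Lys14 serves as ligand at 50 nM, with BAZ2B at 50 nM in PBS pH 7.4 containing 0.01% Tween-20. Donor and acceptor beads are 10 ug/mL final.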
BLM inh – inhibitors of human Bloom syndrome helicase BLM; Potency, µM (top dose mostly 56.1 µM), without a hit: at the top dose activity change, negative = inhibition, usual class: inhibitors; hit rate 0.2% among 350,000; recombinant BLM DNA unwinding, fluorescence dequenching; P54132;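 note: plate controls were vehicle for no effect and no enzyme for full effect; nearly all actives have a fitted effect of over 35% in size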
Anesthetic bind – candidate novel general anesthetic via apoferritin binding. apoferritin/1-aminoanthracene competitive binding, fluorescence. Potency, µM (doses to about 77.5 µM), inactives show at the top dose activity change, negative = displacement, most hits filed as inhibitors. hit rate 0.074% among 350,000. AID 485281; note: % is set by controls: 0 for no effect and ±100 for the full control effect; nearly all actives have a fitted effect of over 20% in size
Target sequence (P02791 2-175 limits assumed): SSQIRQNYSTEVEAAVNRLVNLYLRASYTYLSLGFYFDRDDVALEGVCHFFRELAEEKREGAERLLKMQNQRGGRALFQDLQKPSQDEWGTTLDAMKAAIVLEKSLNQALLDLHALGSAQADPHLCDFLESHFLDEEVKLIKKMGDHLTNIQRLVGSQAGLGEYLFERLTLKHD
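Read-out: endpoint 1-AMA fluorescence, excitation 380 nm and emission 535 nm, after compounds sit 10 min at room temperature with 10 uM horse-spleen apoferritin in 50% saturated 1-AMA/PBS. Values come from four-parameter Hill fits.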
Pol iota inh – DNA polymerase iota (human) inhibition | Pol iota fluorescent replication assay, 10 min | Potency, µM (top dose mostly 115 µM), for inactives: at the top dose activity, negative = inhibition, actives largely listed as inhibitors | hit rate 1% among 390,000 | AID 588590 | Q9UNA4
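Fluorescent replication assay read twice, at 0 min and 10 min after adding 50 nM (final) substrate. Enzyme (10 nM) and compounds were first incubated 15 min at room temperature; enzyme-free buffer wells were negative controls.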
G9a inh – blocks human histone lysine methyltransferase G9a; Q96KQ7; G9a H3K9 monomethylation, AlphaScreen, 2 h; Potency, µM (titrated, usually from 102 µM), without a hit: at the highest dose activity, negative = inhibition, actives largely listed as inhibitors; hit rate 8.8% among 350,000; AID 504332; note: % is set by controls: 0 for no effect and ±100 for the full control effect; nearly all actives have a fitted effect of over 75% in size
Target sequence (Q96KQ7 913-1193 limits assumed): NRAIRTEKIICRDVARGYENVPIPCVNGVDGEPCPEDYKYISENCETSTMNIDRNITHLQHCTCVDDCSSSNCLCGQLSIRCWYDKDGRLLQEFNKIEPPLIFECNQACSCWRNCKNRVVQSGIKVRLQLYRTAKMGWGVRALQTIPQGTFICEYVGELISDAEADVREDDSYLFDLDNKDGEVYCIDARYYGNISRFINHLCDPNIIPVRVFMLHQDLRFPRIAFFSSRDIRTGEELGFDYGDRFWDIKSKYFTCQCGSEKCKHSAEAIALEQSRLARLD
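Readings reflect AlphaScreen signal from monomethyl-H3K9 antibody detection. HMT at 20 nM; substrate b-H3K9 500 nM; cofactor SAM 20 uM; 2 h RT reaction; compounds tested as titrations in qHTS with 15 min preincubation.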
* marks the source's active call; other numbers are inactive results; ? = inconclusive; · = no result given; & = joins results of further samples; [ ] = remark or other dose. Calls come from the whole dose curve; as a rule, active = well fitted curve in the direction sought with a large enough effect; inconclusive = small, poorly fitted or top-dose-only effect, or another doubt; inactive = no such curve, though single readings can be large; an effect the other way counts as inactive or inconclusive. Potency is the fitted concentration of half-maximal effect.

SMILES	Pol beta inh	APE1 inh	POLK inh	Pol eta inh	BAZ2B inh	BLM inh	Anesthetic bind	Pol iota inh	G9a inh
O=C(O)c1ccc(NC(=O)c2ccc(COc3ccccc3)o2)cc1	-16%	0%	9%	-9%	3%	0%	-2%	?	19%
COn1c(-c2ccc(Cl)cc2Cl)nc2ncccc21	-1%	-2%	-16%	6%	-4%	0%	-22%	74%[activator]	5%
Cc1nn(-c2nnc(NCc3ccccc3)nn2)c(C)c1Br	28%	8%	-4%	-22%	35µM*	-3%	?	23%	13µM*
CCOc1ccc(NC(=O)c2cnc(N3CCCCC3)c3ccccc23)cc1	13%	·	-1%[60.1 µM]	-16%	-9%	-11%	46%[activator]	21%	3%[59 µM]
O=C(N/N=C\c1cccnc1)c1cc(-c2ccccc2)nc2c(Cl)cccc12	-18%	-16%	-6%	-16%	-38%	-6%	-6%	-13%	8%
Cc1ccc2nc(N3CCN(c4ccccc4)CC3)c(C=O)c(=O)n2c1	-15%	-3%	12%	-13%	-29%	-12%	-8%	?	31%[12.7 µM]
Cc1cc(S(=O)(=O)Nc2c(C)nn(C)c2C)c(Cl)cc1Cl	-1%	10%	-11%	0%	-17%	-7%	3%	-19%	·
O=C(NC1CCCC1)c1ccc(Br)o1	4%	3%	6%	-6%	-4%	-1%	-11%	16%	11%[59 µM]
N=c1c2c3c(sc2nc2n1CCCCC2)CCCCC3	11%	-1%	-7%	-6%	8%	-11%	-18%	12%	50µM*
c1ccc(CC2CCN(Cc3ccccn3)CC2)cc1	15%	13%	-1%	-4%	50µM*	4%	-11%	23%	·
CCN(CC)S(=O)(=O)c1ccc(Cl)c(C(=O)NC2CCN(Cc3ccccc3)CC2)c1	0%	1%	-7%	-10%	1%	1%	51%[activator]	30%[activator]	0%
COc1cc(NC(=O)Cn2c(=O)n(Cc3ccccc3Cl)c(=O)c3cc(OC)c(OC)cc32)cc(OC)c1	-11%	·	-8%	6%	3%	-1%	-6%	-4%	5%[59 µM]
COc1ccc(S(=O)(=O)Nc2cc(C)cc(C)n2)c2ccccc12	-12%	-2%	-10%[60.1 µM]	-9%	8%	-1%	-10%	35%[activator]	-17%[12.7 µM]
COc1ccc(NC(=O)c2ccc(NC(=O)c3cccs3)cc2)cc1	-6%	-4%	-9%	0%	0%	-4%	2%	-3%	·
CCn1c(CNC(=O)c2ccco2)nnc1SCC(=O)Nc1cccc(F)c1	0%	-5%	12%	-5%	-21%	1%	-9%	26%	11%
Cc1ccc(-n2c(=O)cc(N3CCN(C(=O)c4ccco4)CC3)[nH]c2=O)cc1	-3%	-3%	-27%	-1%	8%	-1%	9%	-39%	45µM*
CC1CCCCN1C(=O)COC(=O)c1cc(Cl)c2c(c1)OCO2 (configuration not stated)	·	8%	-7%	-17%	-3%	·	·	18%	-6%
COC(=O)c1ccc(CN2C(=O)NC3(CCCc4ccccc43)C2=O)o1 (configuration not stated)	2%	1%	-8%	-21%	17%	2%	-5%	8%	25%
C=C(C)c1cc2c(ccc3ccc(=O)oc32)o1	·	-5%	1%	-4%	·	·	·	-5%	·
C[C@H](NC(=O)c1ccco1)C(=O)Nc1nnc(SCc2ccccc2)s1	·	-4%	-8%	-20%	·	·	·	10%	·
CCOC(=O)c1cnc2c(C(F)(F)F)cccc2c1Nc1cccc(C(=O)OC)c1	23%	·	-16%	-17%	16%	-11%	-7%	?	12%[59 µM]
COc1ccc(S(=O)(=O)n2nc(OC(C)=O)cc2N(C(C)=O)C(C)=O)cc1	?	0%	-30%	-12%	-13%	-5%	0%	-22%	1%[12.7 µM]
CC(Cc1ccccc1)NC(=O)C1CCCNC1=O (configuration not stated)	41%	1%	-3%	-8%	-7%	0%	-17%	16%	-1%[12.7 µM]
CCCCc1c(O)nc(SCC(=O)N2CCCCCC2)[nH]c1=O	63%	-5%	0%	-4%	5%	0%	9%	-12%	3%
Nc1ncnc2c1ncn2C1OC(CO)C(O)C1O (configuration not stated)	19%	-5%&5%&-9%	-5%	-1%	-9%	-6%&-11%&3%	6%	6%	21%[59 µM]

Complete entries from above. Screens in order: Pol beta inh, APE1 inh, POLK inh, Pol eta inh, BAZ2B inh, BLM inh, Anesthetic bind, Pol iota inh, G9a inh
Cc1ccc(-n2c(=O)cc(N3CCN(C(=O)c4ccco4)CC3)[nH]c2=O)cc1 is listed with -3%, -3%, -27%, -1%, 8%, -1%, 9%, -39%, 45µM*
CCCCc1c(O)nc(SCC(=O)N2CCCCCC2)[nH]c1=O is listed with 63%, -5%, 0%, -4%, 5%, 0%, 9%, -12%, 3%

Next section
SMILES	Pol beta inh	APE1 inh	POLK inh	Pol eta inh	BAZ2B inh	BLM inh	Anesthetic bind	Pol iota inh	G9a inh
O=S(=O)(c1cccc(Br)c1)N1CCN(CCc2ccccc2)CC1	3%	74%[activator]	-5%	-6%	4%	-13%	-2%	22%	11%
N#C/C(C(=O)NCc1ccco1)=C1/SC=C(c2ccccc2)N1c1ccccc1	6%	4%	-12%	?	-3%	0%	-2%	15%	16µM*
O=C(Nc1cc2c(cc1Br)OCCO2)c1cccs1	19%	-1%	-7%	-12%	11%	0%	-6%	2%	14%[2.33 µM]
Cc1ccc(C(=O)NNC(=O)Cn2ccc(C(F)(F)F)n2)o1	·	32%	-11%	-4%	-2%	·	·	-3%	-7%[0.501 µM]
CC(=O)Nc1cccc(NC(=O)c2cccc(-c3ccc(O)cc3)c2)c1	8%	-5%	0%	-7%	?	-4%	4%	34%[activator]	22%
CC(C)C(C(=O)O)N1C(=O)/C(=C/c2ccc(Br)cc2)SC1=S (configuration not stated)	·	-4%	?	·	·	-20%	?	·	·
O=C(NCc1ccccc1)c1cccc(N2CCCS2(=O)=O)c1	-6%	·	-3%	-4%	-4%	0%	2%	-13%	2%[59 µM]
O=C(NCC1CCCO1)c1cc(-c2ccncc2)nc2ccccc12 (configuration not stated)	·	15%	-14%	-10%	11%	·	·	7%	-17%
CCCn1nnc(NC(=O)COc2ccc(C3CCCCC3)cc2)n1	1%	-4%	-8%	-15%	9%	-7%	?	9%	-7%[12.7 µM]
N#CC1=C(N)OC2=C(C(=O)CCC2)C1C1CC=CCC1 (configuration not stated)	-1%	4%	-3%	-4%	-25%	1%	-2%	5%	?
Cc1c(NC(=O)C(C)OC(=O)CC2CC3CCC2C3)c(=O)n(-c2ccccc2)n1C (configuration not stated)	77%	-1%	2%	-12%	-4%	0%	-8%	7%	10%
CCCN(CCC)C(=O)Cn1nnc2sc(-c3ccccc3)cc2c1=O	14%	·	-12%	·	?	4%	-12%	38%[activator]	13µM*
CN(c1ncnc(N)c1[N+](=O)[O-])C1CCS(=O)(=O)C1 (configuration not stated)	65%	1%	-15%	-23%	0%	-3%	-9%	27%	-40%
Oc1ccc2ccccc2c1C=NCc1ccccc1	-7%	2%	-1%	-5%	-36%	-11%	6%	-10%	28µM*
Cc1ccccc1NC(=O)C1C2CCC(O2)C1C(=O)O (configuration not stated)	-4%	0%	-4%	-3%	11%	2%	-4%	10%	-7%[59 µM]
CNC(=O)CCCCCNS(=O)(=O)c1ccc(C)cc1	39%	10%	-9%	-18%	5%	-10%	3%	-14%	-1%[59 µM]
CSc1nnc(C(C)(C)C)c(=O)n1/N=C/c1ccc(Cl)cc1	0%	4%	3%	-12%	1%	1%	-13%	21%	2%
CCc1cc(C(=O)N(CC(C)C)c2c(N)n(Cc3ccccc3)c(=O)[nH]c2=O)sc1C	·	26%	-8%	16%	4%	·	·	-7%	7%[2.33 µM]
O=C(O)COCC(=O)Nc1ccccc1-c1ccccc1	16%	10%	2%	-12%	?	4%	-8%	34%[activator]	·
CC(OC(=O)CCC(=O)c1ccc(Cl)s1)C(=O)NC1(C#N)CCCCC1 (configuration not stated)	·	45%[activator]	-13%	-17%	-3%	·	·	23%	27%[12.7 µM]
COc1ccccc1Cc1nc2ccccc2[nH]c1=O	23%	·	-14%	-12%	3%	-1%	-3%	-8%	5%[59 µM]
CCOC(=O)[C@H]1[C@H]2COc3ccc(OC)cc3[C@@H]2N2C(=O)CN(Cc3ccc(OC)cc3)C(=O)[C@@]12C	·	1%	0%	-11%	-20%	·	·	1%	3%[0.501 µM]
COc1ccccc1CNC(=O)COc1ccccc1C	21%	3%	-16%	-4%	9%	-3%	-18%	20%	·

Of the compounds above, these have an aryl methoxy group.
SMILES	Pol beta inh	APE1 inh	POLK inh	Pol eta inh	BAZ2B inh	BLM inh	Anesthetic bind	Pol iota inh	G9a inh
COc1cc(NC(=O)Cn2c(=O)n(Cc3ccccc3Cl)c(=O)c3cc(OC)c(OC)cc32)cc(OC)c1	-11%	·	-8%	6%	3%	-1%	-6%	-4%	5%[59 µM]
COc1ccc(S(=O)(=O)Nc2cc(C)cc(C)n2)c2ccccc12	-12%	-2%	-10%[60.1 µM]	-9%	8%	-1%	-10%	35%[activator]	-17%[12.7 µM]
COc1ccc(NC(=O)c2ccc(NC(=O)c3cccs3)cc2)cc1	-6%	-4%	-9%	0%	0%	-4%	2%	-3%	·
COc1ccc(S(=O)(=O)n2nc(OC(C)=O)cc2N(C(C)=O)C(C)=O)cc1	?	0%	-30%	-12%	-13%	-5%	0%	-22%	1%[12.7 µM]
COc1ccccc1Cc1nc2ccccc2[nH]c1=O	23%	·	-14%	-12%	3%	-1%	-3%	-8%	5%[59 µM]
CCOC(=O)[C@H]1[C@H]2COc3ccc(OC)cc3[C@@H]2N2C(=O)CN(Cc3ccc(OC)cc3)C(=O)[C@@]12C	·	1%	0%	-11%	-20%	·	·	1%	3%[0.501 µM]
COc1ccccc1CNC(=O)COc1ccccc1C	21%	3%	-16%	-4%	9%	-3%	-18%	20%	·

Only part of the results is shown; the hit share may differ from the screen's.
